# High-throughput results from PubChem.
# JNK3 blocker = inhibitors of human JNK3 kinase | P53779 | inhibition, % at 8 µM | actives 0.61% (n = 60,000) | purified JNK3 kinase activity, HTS; in the data active means inhibition above about 17%;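 further: 0% = DMSO and 100% = reference inhibitor; many of its hits are not listed in these tables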
# Her2 expr inh = lowers expression of human Her2 kinase; HER2 level % of control, % at 10 µM; P04626; actives 0.69% (n = 65,000); SKBR-3 HER2 protein level, AlphaScreen, 18-24 h; hits give low values; AID 645;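 active means HER2 level under 5% of the carrier-only control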;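 further: 100% = DMSO carrier and 0% = 500 nM PU-H71 HSP90 inhibitor; lower value means stronger loss of Her2 protein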
# Fluor 339 460 = intrinsic fluorescence of library compounds, ex339/em460 – biochemical, MLSMR library, data from DPM-DC assay, artefact control, profiling panel; compound autofluorescence, ex339/em460 nm, NADH buffer; hits give high values; 1 = no-compound wells, NADH background; fluorescence fold increase at 10 µM; actives 5.5% (n = 65,000); AID 709;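 active means at 10 µM, mean starting fluorescence two-fold or more over control wells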;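 further: signal is the first read of a kinetic run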
# MKP-1 inh = inhibitors of human MKP-1 phosphatase; P28562; inhibition, %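 (compounds tested at a single concentration somewhere between 10 and 100 µM)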; actives 0.15% (n = 65,000); recombinant MKP-1, OMFP hydrolysis fluorescence; AID 374;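 active means inhibition above about 50%, limit read from the data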;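 further: 0% = DMSO max control wells and 100% = wells with enzyme stopped by NaOH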
# Cdc25B block = inhibitors of human Cdc25B phosphatase | P30305 | recombinant Cdc25B, OMFP fluorescence Ex485/Em525 | inhibition, %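 (compounds tested at 10 µM final in the well)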 | actives 0.1% (n = 65,000) | AID 368; in the data active means inhibition above about 50%
# Hsp90 inh = displaces geldanamycin probe from tumor Hsp90; P07900; NCI-N417 lysate Hsp90, Cy3B-geldanamycin FP displacement; inhibition, % at 30 µM; actives 0.35% (n = 64,000); AID 429;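 active means inhibition above 50%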;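 further: 0% = tracer plus lysate wells and 100% = tracer alone without lysate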
# ROCK2 inh = ROCK2 (human) kinase inhibition | O75116 | purified ROCK2, Kinase-Glo ATP depletion luminescence | inhibition, % at 6 µM | actives 0.35% (n = 60,000);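 active means inhibition above the screen-wide mean inhibition plus 3 SD, cut at about 18% in these data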;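 further: plate controls were DMSO wells for no effect and Y-27632 control wells after no-enzyme background subtraction for full effect; many of its hits are not listed in these tables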
# Target sequence (O75116 whole entry, looked up): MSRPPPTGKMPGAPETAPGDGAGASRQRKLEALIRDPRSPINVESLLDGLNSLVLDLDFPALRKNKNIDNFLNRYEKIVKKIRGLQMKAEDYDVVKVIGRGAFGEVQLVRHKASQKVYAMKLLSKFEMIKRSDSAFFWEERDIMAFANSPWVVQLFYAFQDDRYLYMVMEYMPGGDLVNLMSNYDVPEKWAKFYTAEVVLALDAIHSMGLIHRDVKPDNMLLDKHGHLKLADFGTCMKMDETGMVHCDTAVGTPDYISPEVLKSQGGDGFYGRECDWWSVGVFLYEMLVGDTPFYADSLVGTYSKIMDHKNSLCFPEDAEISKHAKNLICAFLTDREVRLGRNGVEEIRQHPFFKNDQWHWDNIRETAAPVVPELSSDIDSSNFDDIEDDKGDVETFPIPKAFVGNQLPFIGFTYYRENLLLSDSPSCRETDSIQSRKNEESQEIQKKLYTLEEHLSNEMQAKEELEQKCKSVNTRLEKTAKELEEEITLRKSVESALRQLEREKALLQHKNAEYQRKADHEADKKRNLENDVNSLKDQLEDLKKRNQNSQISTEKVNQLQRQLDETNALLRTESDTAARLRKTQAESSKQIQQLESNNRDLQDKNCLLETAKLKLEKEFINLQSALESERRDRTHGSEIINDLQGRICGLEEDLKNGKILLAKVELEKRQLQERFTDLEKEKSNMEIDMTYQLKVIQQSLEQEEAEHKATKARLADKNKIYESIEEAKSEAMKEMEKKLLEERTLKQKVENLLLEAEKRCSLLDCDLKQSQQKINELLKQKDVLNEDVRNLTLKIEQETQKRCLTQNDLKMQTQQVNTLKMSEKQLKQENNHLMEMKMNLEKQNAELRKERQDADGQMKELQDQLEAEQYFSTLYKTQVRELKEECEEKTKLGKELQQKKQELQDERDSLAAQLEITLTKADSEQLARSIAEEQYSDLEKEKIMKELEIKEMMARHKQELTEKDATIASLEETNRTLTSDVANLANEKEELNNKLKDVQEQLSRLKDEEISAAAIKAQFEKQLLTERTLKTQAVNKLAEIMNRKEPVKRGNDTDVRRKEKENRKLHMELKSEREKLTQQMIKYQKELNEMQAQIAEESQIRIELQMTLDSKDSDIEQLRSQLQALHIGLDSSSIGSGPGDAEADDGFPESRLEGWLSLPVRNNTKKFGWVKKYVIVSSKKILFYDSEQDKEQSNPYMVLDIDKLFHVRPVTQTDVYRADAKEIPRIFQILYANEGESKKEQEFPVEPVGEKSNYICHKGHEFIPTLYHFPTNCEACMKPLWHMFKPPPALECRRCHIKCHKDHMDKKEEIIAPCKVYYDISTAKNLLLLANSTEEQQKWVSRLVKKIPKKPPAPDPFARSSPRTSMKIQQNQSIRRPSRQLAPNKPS
# Abs 340nm = absorbance at 340 nm. 65,000 tested, under 10 active. compound absorbance at 340 nm, fold over control. AID 708. fold change at 10 µM;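 active means at 10 µM dose, initial 340 nm absorbance at least 2 fold that of control wells; inactive means change under 2 fold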;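 further: initial absorbance extrapolated from kinetic A340 decline of NADH oxidation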
# PKA inh = PKA (human) kinase inhibition; P17612; PKA Kemptide phosphorylation, Kinase-Glo ATP luminescence; inhibition, % at 6 µM; actives 0.1% (n = 65,000); AID 524;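 active means inhibition above the screen-wide mean inhibition plus 3 SD, cut at about 21% in these data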; further: many of its hits are not listed in these tables
# * marks the source's active call; other numbers are inactive results; x = no result given. Only part of the results is shown. The share of hits here may be higher or lower than overall.
SMILES,JNK3 blocker,Her2 expr inh,Fluor 339 460,MKP-1 inh,Cdc25B block,Hsp90 inh,ROCK2 inh,Abs 340nm,PKA inh
CCCOC(=O)Nc1nc2ccccc2o1,0.0,82.9,1.06,33.8,4.7,0.1,3.2,1,-0.9
N#Cc1nc(-c2cccs2)oc1NCCN1CCOCC1,-4.5,87.9,2.39*,19.2,30.6,-3.4,1.8,1.08,-0.4
Nc1cc(C(=O)c2cccs2)ccc1Cl,7.9,107.6,1.08,11.2,-1.5,-4.7,0.2,1.04,-0.7
CCOC(=O)c1c(C)oc2ccc(OCC(=O)C(C)(C)C)cc12,6.1,173.5,1.06,-35.5,-4.5,-1.1,3.0,1.01,4.3
CCOC(=O)CC1=C(C(=O)OCC)C(c2ccc(OC)c(OC)c2)C(C#N)=C(N)O1 (stereo not drawn),-1.0,79.5,1.11,-12.4,7.4,1.5,-10.4,1.04,-0.1
COc1ccc(NC(=O)Nc2ccc(C)cc2OC(F)F)cc1OC,-0.3,x,1,4.8,1.3,-3.2,3.4,1,8.8
Cn1c(=O)c2c(SC3CCCC3)nc(C3CC3)nc2n(C)c1=O,-8.7,101.7,1.1,9.2,-5.4,-3.0,5.2,1.04,7.6
Cc1ccc(CC(=O)N2CCC(c3nc4c(nnn4Cc4ccccc4)c(=O)[nH]3)CC2)cc1,1.0,85.5,1.07,20.3,-25.4,-3.3,1.5,1,7.0
COc1ccc(OC)c(-c2cc(C(=O)Nc3c(C)nn(Cc4ccccc4Cl)c3C)no2)c1,7.6,82.3,1.74,8.0,-15.1,0.8,2.3,0.97,7.2
COCCNC(=O)c1ccc2c(c1)nc(C)n2-c1cccc(F)c1,-0.5,81.1,1,2.7,5.7,-1.2,2.8,0.96,1.0
Cn1cc(CC(=O)NCCCN2CCCC2=O)c2ccccc21,-9.1,103.6,1.02,-0.3,-2.3,-0.3,-2.7,1.07,1.4
O=C(c1ccco1)N1CCN(c2ncccn2)CC1,-5.5,88.4,1.13,-7.3,-9.0,1.6,-5.2,1.07,3.4

# The final five compounds of the part before are carried over, then new ones follow.
SMILES,JNK3 blocker,Her2 expr inh,Fluor 339 460,MKP-1 inh,Cdc25B block,Hsp90 inh,ROCK2 inh,Abs 340nm,PKA inh
Cc1ccc(CC(=O)N2CCC(c3nc4c(nnn4Cc4ccccc4)c(=O)[nH]3)CC2)cc1,1.0,85.5,1.07,20.3,-25.4,-3.3,1.5,1,7.0
COc1ccc(OC)c(-c2cc(C(=O)Nc3c(C)nn(Cc4ccccc4Cl)c3C)no2)c1,7.6,82.3,1.74,8.0,-15.1,0.8,2.3,0.97,7.2
COCCNC(=O)c1ccc2c(c1)nc(C)n2-c1cccc(F)c1,-0.5,81.1,1,2.7,5.7,-1.2,2.8,0.96,1.0
Cn1cc(CC(=O)NCCCN2CCCC2=O)c2ccccc21,-9.1,103.6,1.02,-0.3,-2.3,-0.3,-2.7,1.07,1.4
O=C(c1ccco1)N1CCN(c2ncccn2)CC1,-5.5,88.4,1.13,-7.3,-9.0,1.6,-5.2,1.07,3.4
CCCn1cc(S(=O)(=O)CC(=O)Nc2ccc(OC)cc2OC)c2ccccc21,x,105.8,1.08,x,x,x,x,0.99,7.5
CC(C)c1cc(C(N)=O)c(NC(=O)C2CCC2)s1,10.1,82.9,1.1,5.2,3.3,-9.4,16.3,1.04,12.9
CCOc1ccc(C2/C(=C(\O)c3ccc(OC)c(OC)c3)C(=O)C(=O)N2c2cc(C)on2)cc1OC (stereo not drawn),-2.0,86.4,1.06,25.9,-16.6,-2.5,0.5,1.08,3.3
CCCS(=O)(=O)N1CCCC(C(=O)NCc2cccnc2)C1 (stereo not drawn),-1.1,80.1,1.1,1.0,10.8,4.1,7.8,1.02,5.6
COc1cc(C2C(C#N)=C(N)Oc3cc(O)ccc32)cc2c1OCO2 (stereo not drawn),1.5,70.0,1.12,2.2,-4.9,-2.0,2.2,1.05,6.8
CCOCC(=O)Nc1nnc(C)s1,4.4,110.2,1.02,4.3,-3.3,-6.9,0.2,1,9.3
CCOC(=O)c1ccccc1NC(=O)Cn1cnc2c(cnn2-c2ccc(F)cc2)c1=O,8.6,134.5,1.19,-5.3,-6.9,-4.6,5.6,1.01,5.4
COc1cc(OC)nc(NC(=O)CSc2nc3ccccc3[nH]2)n1,5.8,87.0,1.15,-1.7,-14.0,-2.8,5.3,1.04,3.2
CCOC(=O)c1ccccc1NC(=O)CSc1nc2ccccc2o1,-0.9,115.8,1.14,30.0,-13.5,-6.4,3.4,1.02,6.3
Nc1ccc(N2CCCCCC2)cc1,-12.4,30.3,0.47,16.9,17.0,48.3,2.1,1.02,12.5
CC1CCN(C(=O)CSc2nnc(-c3cccnc3)n2C2CCCCC2)CC1,-0.5,92.6,1.03,-7.0,-9.8,-1.1,5.7,0.97,12.9
Cc1cc(N2CCCC(C(=O)Nc3ccc4c(c3)CCC4)C2)n2ncnc2n1 (stereo not drawn),8.6,87.7,1.09,21.1,-2.9,0.6,8.1,1.01,12.9
CCCCCC1CCC(C(=O)O)CC1 (stereo not drawn),-3.2,109.3,1.07,53.7*,-4.4,0.9,4.3,1.02,10.2
Cc1ccc2c(c1)c1ncn(CCC3=CCCCC3)c(=O)c1n2C,3.8,89.5,2.08*,-15.5,-12.1,-6.8,2.4,1,14.0
CC(C)C(c1nnnn1Cc1ccco1)N1CCN(c2nc3ccccc3s2)CC1 (stereo not drawn),-1.8,94.4,1.08,28.1,-14.3,-5.2,-1.4,0.99,-5.0
CC(C)Sc1nc2c(c(=O)n(C)c(=O)n2C)n1C,0.4,96.7,1.14,2.7,-11.4,-1.9,-0.2,0.99,6.2
CCOC(=O)N1CCN(S(=O)(=O)c2cccc3cccnc23)CC1,-11.2,100.3,1.06,24.9,4.5,0.5,4.5,1.01,-3.9
CCN1CCCC(OC(=O)Nc2ccccc2)C1 (stereo not drawn),-3.6,125.7,1.08,-3.8,-3.7,-3.8,1.3,1,-0.9
CN1CCn2c1nc(N1CCOCC1)nc2=O,7.4,107.0,1.09,-18.9,-5.6,-0.2,4.0,1.02,4.0
CCN(c1cccc(C)c1)S(=O)(=O)c1ccc2[nH]c(=O)c(=O)[nH]c2c1,-8.4,86.1,1.31,1.9,-6.5,-1.9,-2.3,1.02,-1.6
COc1ccccc1NC(=O)CN1CCN(CC(=O)Nc2ccc3c(c2)OCCO3)CC1,16.2,97.5,1.12,17.9,-0.5,-5.7,8.9,1,12.4
CC1(C)Cc2nc3sc4c(=O)n(CC(=O)NCc5ccco5)cnc4c3cc2CO1,x,66.9,0.96,6.9,-12.4,x,x,1.08,3.1
Cc1ccc(-c2nnn(CC(=O)N(CC(=O)NC3CCCCC3)c3cnc4ccccc4c3)n2)o1,-12.6,93.2,1.16,26.0,7.9,-3.9,-3.1,0.98,-4.0
Cc1ccc(S(=O)(=O)NC2=NCCC2)cc1,-1.3,120.6,1.01,0.5,-1.9,3.8,-0.8,1.03,4.5
CCc1c(C#N)c(SCc2c(C)noc2C)nc2c1C(=O)CC(C)(C)C2,x,107.0,1.06,3.0,-23.1,-2.8,x,1.01,3.0
Cc1sc(-n2c(C)ccc2C)c(C#N)c1C,-8.2,111.2,1.08,-13.8,10.3,-6.2,-6.2,1.01,4.2
CCn1c(CNC(=O)c2ccc(OC)c(OC)c2)nnc1SCC(=O)c1ccc(OC)cc1,2.5,53.9,1.09,9.5,-11.9,-8.8,1.3,1.03,2.9
O=C(COC(=O)Cn1cnc2ccccc21)Nc1ccc2c(c1)OCCO2,4.7,114.0,1.01,1.0,-0.1,-4.9,1.8,0.97,5.5
Cc1ccc(S(=O)(=O)N(C)CC(=O)N2CCOCC2)cc1,-2.6,104.6,1.16,-7.6,6.3,-4.0,2.9,1.06,-0.7
CCOC(=O)CSC1=Nc2ccccc2C2=NC(CC(=O)NCc3ccc(OC)cc3)C(=O)N12 (stereo not drawn),2.8,118.9,1.21,6.2,-7.9,-0.3,7.9,1,12.5
CCOC(=O)C(NC(=O)OC(C)C)(Nc1nccs1)C(F)(F)F (stereo not drawn),-6.2,93.8,1.02,0.5,2.7,-0.7,2.1,0.99,2.0
C=CCSc1nnc2c(n1)OC(c1cccnc1)N(C(C)=O)c1ccccc1-2 (stereo not drawn),-3.4,81.0,1.03,1.7,-7.4,1.9,2.3,1.1,6.8
CCOC(=O)C1CCCN(C(=O)c2cncc(Br)c2)C1 (stereo not drawn),3.9,81.5,1.11,-1.2,-6.5,0.0,1.6,1.02,1.2
O=C(C1CC1)N1CCN=C1SCc1ccc(Cl)cc1,0.2,140.6,1.1,-4.9,-2.7,3.4,2.5,0.99,6.8
O=C(c1cc2c(s1)CCC2)N1C(=O)c2ccccc2S1(=O)=O,-1.1,65.0,1.04,4.9,-19.4,-2.5,2.7,1.02,10.7
O=C(c1ccco1)N1CCN(CC(O)COc2ccc3oc4ccccc4c3c2)CC1 (stereo not drawn),-3.0,89.8,1.03,32.9,-5.0,0.6,0.3,0.98,-3.7
O=c1[nH]c2sc3c(c2c(=O)n1Cc1ccccc1)CCC3,2.7,80.3,1.04,-50.2,5.4,-5.7,6.1,1.01,5.9
CCOC(=O)c1coc(CNC(=O)c2c(C)oc3c2CCCC3)c1,-0.8,90.2,1.07,-23.9,-3.2,-6.2,6.2,1.01,9.6
Cc1[nH]c2ccccc2c1-c1nc2ccccc2[nH]1,-16.4,72.4,1.35,-6.8,-14.8,3.8,0.5,0.99,8.7
CCC1C(=O)N=C(SCC(=O)Nc2cccc3ccccc23)NC1=O (stereo not drawn),3.4,74.4,1.03,1.5,-11.1,1.7,-0.4,1,6.0
CC(=O)c1ccc(NC(=O)Cn2nc(C)cc2C)cc1,6.3,234.4,1.04,-16.6,-3.3,-0.1,3.0,0.97,-0.6
Cc1ccc(-n2c(O)c(/C=N/n3cnnc3)c3ccccc3c2=O)cc1,7.8,129.7,2.2*,29.4,6.4,-2.5,5.2,1.09,7.0
C1CCc2nnc(-c3nnc4n3CCCCC4)n2CC1,6.0,108.8,1.05,-7.1,-6.1,-1.7,4.0,1.04,5.3
CCOC(=O)C1=C(N)n2c(s/c(=C\c3cccs3)c2=O)=C(C(=O)OCC)C1c1cccs1 (stereo not drawn),0.0,49.7,1.06,23.3,4.9,-3.0,6.9,1.07,3.6
Cc1cc(C)nc(/N=C2\NC(=O)CC3C(=O)NCCN23)n1 (stereo not drawn),-2.9,72.0,1.11,13.6,4.6,4.4,7.6,1,17.2
CC1=C(C#N)C(c2ccc3ncccc3c2)C(C#N)=C(C)N1,x,64.4,1.07,9.3,-6.8,-2.4,x,1.02,2.6
COc1ccc(C)cc1NC(=O)NCCC1=CCCCC1,2.0,67.7,1.09,0.8,-0.3,-3.6,3.0,1.03,2.3
COc1cc(C2C3CN(C)CC=C3C(C#N)=C(N)C2(C#N)C#N)ccc1OC(C)C (stereo not drawn),x,108.4,1.58,14.5,-2.7,x,x,1,5.4
O=C(NCc1ccccn1)C1CCCN(S(=O)(=O)c2ccccc2)C1 (stereo not drawn),-7.0,112.4,1.07,-7.1,-3.4,-3.9,5.9,1.02,7.1

# Reformatted: 4 of the compounds above.
structure	JNK3 blocker	Her2 expr inh	Fluor 339 460	MKP-1 inh	Cdc25B block	Hsp90 inh	ROCK2 inh	Abs 340nm	PKA inh
Nc1cc(C(=O)c2cccs2)ccc1Cl	7.9	107.6	1.08	11.2	-1.5	-4.7	0.2	1.04	-0.7
CCOC(=O)c1c(C)oc2ccc(OCC(=O)C(C)(C)C)cc12	6.1	173.5	1.06	-35.5	-4.5	-1.1	3.0	1.01	4.3
CCOC(=O)CC1=C(C(=O)OCC)C(c2ccc(OC)c(OC)c2)C(C#N)=C(N)O1 (stereo not drawn)	-1.0	79.5	1.11	-12.4	7.4	1.5	-10.4	1.04	-0.1
COc1ccc(NC(=O)Nc2ccc(C)cc2OC(F)F)cc1OC	-0.3	x	1	4.8	1.3	-3.2	3.4	1	8.8
